Ins promoter up = MIN6 insulin promoter up-regulation | hit rate 0.3% among 190,000 | AID 1625 | z-score at 5 µM | MIN6 insulin promoter-GFP reporter, high-content imaging; hits give high values;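 active = z-score above 3 at 5 µM with at least 500 cells counted in the well; inconclusive = wells under 500 cells, flagged as cytotoxic or low count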
ER stress rescue = rescue of cells from ER stress-induced death, primary screen, 384-well, CSM14.1, thapsigargin, ATP luminescence (AID 1222); CSM14.1 thapsigargin-induced death rescue, ATP luminescence; higher % means a stronger effect; cellular ATP content (survival), % at 20 µM, or EC50 in µM where a hit was titrated; 190,000 tested, under 10 active;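 active = EC50 below 50 µM in the dose-response confirmation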;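 also: death triggered by thapsigargin at about 15 µM added after 2 h compound pretreatment; cell ATP read after overnight thapsigargin exposure of roughly 18 to 22 hours; normalized against plate controls of thapsigargin alone and 5% DMSO vehicle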
WT yeast gro inh = growth inhibition of WT yeast, mitochondrial fusion screen | mitochondrial fusion phenotypic screen, WT strain | inhibition, % at 10 µM | hit rate 2.1% among 190,000; in the data active = inhibition above about 58%; tested in S. cerevisiae
Dynein cargo inh = dynein cargo transport inhibition | 3617.4 mouse cells, GR-EGFP nuclear translocation imaging; test concentration mostly 20 µM; stimulated with dexamethasone, 1 µM; hits give low values | z-score, hits read low | hit rate 0.47% among 220,000;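 active = plate z-score of nuclear minus cytoplasmic receptor signal below a set negative limit, without overly bright fluorescence or cell loss, cut at about -3.5 in these data, passing the limit was not always enough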;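 also: z-score of nuclear minus cytoplasmic ring GR-EGFP intensity difference per well; some compounds called inactive have numbers as strong as hits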
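Also added: dexamethasone, 1.0 µM final. Medium: tet-free, stripped-serum medium. Detection: fixed, Hoechst-stained cells imaged at 10x for EGFP. Read-out: nuclear-to-cytoplasmic GR-EGFP distribution per well. Times: induction 48 h, compound 1 h, agonist 30 min.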
b-catenin transl = modulators of beta-catenin nuclear translocation; HeLa beta-catenin nuclear translocation, immunofluorescence imaging; nuclear translocation activity, % at 5 µM; hit rate 0.3% among 190,000;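 active = nuclear translocation activity above 50% at 5 µM, with a well cell count of 50 or more; inconclusive = wells under 50 cells across six images, flagged as toxic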;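 also: per-cell ratio of nuclear to cytoplasmic median beta-catenin stain intensity; plate controls were DMSO negative control for no effect and GSK-3 inhibitor IX positive control for full effect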
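Test system: human HeLa cells, endogenous beta-catenin. Times: 24 h compound exposure, 37°C. Measured by: beta-catenin immunofluorescence imaging with DAPI.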
Hep lipid drop = modulators of hepatic lipid droplet formation. AML12 mouse hepatocytes, oleate lipid droplets, BODIPY imaging. inhibition, % at 6.5 µM. hit rate 0.4% among 240,000. AID 1656;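 active = lipid droplet intensity inhibited by at least 50%, with more than 500 cells counted; inconclusive = wells with under 300 cells, treated as cytotoxic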
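Test system: AML12 mouse liver cells; schedule: overnight exposure; technique: high-content imaging of BODIPY-stained droplets and DAPI nuclei; read-out: % inhibition of corrected integrated BODIPY droplet signal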
MT stabilizer = stabilizes microtubules in HeLa cells. % tubulin-high responders, % at 10 µM. HeLa tubulin immunostaining HCS, 24 h; share of cells brighter than vehicle mean+2SD. hit rate 0.83% among 200,000. AID 2205;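 active = plate Z-score above 3 for both tubulin-high and condensed-nucleus cell shares, with cell loss under 80%, at 10 µM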;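 also: anti alpha tubulin signal scored within the nucleus-defined area of each cell; some results filed as inactive read as strong as hits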
Autophagy mod = modulators of autophagy; hit rate 0.98% among 190,000; calls only at 10 µM (by protocol); MEF GFP-LC3 puncta imaging; test concentration mostly 10 µM;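 active = percentage of spot-positive cells more than 3 SD above its plate mean, without a fluorescence outlier flag or 80% toxicity; inconclusive = no clear call, values can overlap the other calls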;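 also: spot-positive cell cutoff set from DMSO-treated cells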
XIAP displacement = XIAP antagonists, biochemical, IAP family, fluorescence polarization (AID 1018); XIAP BIR domain, fluorescence polarization peptide displacement; higher % means a stronger effect; one-dose displacement, % at 20 µM; IC50 in µM for titrated hits; hit rate 0.007% among 200,000; in the data active = displacement above about 50%; also: a part of the inactive calls stands beside numbers as strong as those of hits
WT yeast gro inh mutant strain = further read-out of WT yeast gro inh, marked with its call; inhibition, %; mitochondrial fusion phenotypic screen, mutant strain inhibition
Dynein cargo inh cytoplasmic EGFP = further read-out of Dynein cargo inh, marked with its call; z-score; measured here: cytoplasmic GR-EGFP intensity; hits give high values
Dynein cargo inh nuclear GR-EGFP = also measured in Dynein cargo inh; calls as there; z-score; measured here: nuclear GR-EGFP intensity;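 lower value marks the stronger effect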
Dynein cargo inh cell count = further read-out of Dynein cargo inh, marked with its call; z-score; measured here: cell count per field
Ins promoter up cell count = second read-out of Ins promoter up, no call of its own (marks repeat the call); cell count; measured here: cytotoxicity, nuclei count;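 total cells summed across four imaged fields per well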
Hep lipid drop cells 6.5 µM = second read-out of Hep lipid drop, no call of its own (marks repeat the call); cell count; measured here: cell count, cytotoxicity flag;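 cells counted across two imaged fields per well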
b-catenin transl cell count 5 µM = also measured in b-catenin transl; calls as there; cell count; measured here: cell count, cytotoxicity flag
MT stabilizer Hoechst-high % = recorded beside MT stabilizer, whose call it bears; % Hoechst-high responders; measured here: nuclear condensation Hoechst responders;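 share of cells brighter than vehicle mean plus two SD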
MT stabilizer cytotoxicity % = also measured in MT stabilizer; calls as there; toxicity, %; measured here: cytotoxicity by cell density;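 0% = mean cell density of plate MIN control wells and 100% = no cells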
Autophagy mod cell loss 18 h = further read-out of Autophagy mod, marked with its call; toxicity, %; measured here: cell loss, nuclei count;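 cell loss after 18 h compound exposure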
* = called active by the depositor; i = inactive; ? = inconclusive; nt = not tested or not shown.

SMILES	Ins promoter up	Ins promoter up cell count	ER stress rescue	WT yeast gro inh	WT yeast gro inh mutant strain	Dynein cargo inh	Dynein cargo inh cytoplasmic EGFP	Dynein cargo inh nuclear GR-EGFP	Dynein cargo inh cell count	b-catenin transl	b-catenin transl cell count 5 µM	Hep lipid drop	Hep lipid drop cells 6.5 µM	MT stabilizer	MT stabilizer Hoechst-high %	MT stabilizer cytotoxicity %	Autophagy mod	Autophagy mod cell loss 18 h	XIAP displacement
COc1ccc(C(CC(=O)O)NC(=O)COc2cc(C)ccc2C)cc1OC (stereo not drawn)	nt	nt	-1.8%	-0.7	-0.2	-0.221	-0.323	-0.0783	0.998	-1.1	1091	18.7	693	4.4	1.7	8.9	i	-33.6	-2.6%
C=CCn1c(=O)[nH]c2nc3cc(N=CN(C)C)c(C)cc3nc2c1=O	-0.28	1085	nt	nt	nt	-0.921	2.75	0.412	0.308	1.5	1300	-0.4	675	nt	nt	nt	nt	nt	nt
COc1ccc(C(=O)CSc2nnc(-c3ccc(S(=O)(=O)N4CCOCC4)cc3)o2)cc1	0.29	1327	-1.0%	-1.2	-4.3	-0.802	-0.211	-0.477	0.719	-3.1	988	nt	nt	2.4	1.2	5.5	i	4.9	2.3%
CCCOc1ccc(/C=N/NC(=S)Nc2ccccc2[N+](=O)[O-])c(O)c1	?	nt	-5.7%	21.8	16.8	-0.215	-0.242	-0.0998	0.638	-0.9	409	3.1	649	4.6	1.1	18.9	i	-4.2	-9.3%
O=C1OCCN/C1=C\C(=O)c1ccccc1	-0.36	1346	nt	nt	nt	-0.194	-0.262	-0.498	0.766	0.8	1115	-3.1	670	nt	nt	nt	nt	nt	nt
CCOc1ccc(CN(C)CC(=O)Nc2cccc(C)c2)cc1OC	-0.59	994	-1.4%	-26.5	10.4	-0.141	-0.33	0.248	0.139	-1.0	1107	-7.1	707	5.3	1.9	7.9	i	-2.0	-8.2%
Cc1cc(C)cc(Nc2nc3c(S(=O)(=O)c4ccccc4)nnn3c3ccccc23)c1	-0.17	1323	0.7%	3.5	-1.9	-0.327	-0.258	-0.62	0.559	-8.9	599	3.7	649	5.3	2.7	3.4	i	-3.7	-2.2%
Cc1ccc(/C=C/C(=O)OCC(=O)Nc2cccc(S(=O)(=O)N(C)C)c2)o1	-0.02	1382	0.6%	6.1	-18.6	-0.805	-0.332	-0.812	1.2	2.5	967	-3.5	572	2.3	3.4	8.9	i	4.7	-4.4%
COc1ccc(-c2nnc(-c3cc4ccccc4oc3=O)o2)cc1	0.02	1055	0.6%	-18.2	-5.6	0.59	-0.207	0.187	-0.91	2.8	944	-1.5	741	2.6	1.8	6.4	i	-3.4	-2.4%
CCOc1c(Br)cc(/C=C2\C(=O)N(CCC#N)N=C2C)cc1OC	0.17	1051	1.4%	-0.1	6.2	0.519	-0.23	0.275	-0.281	0.8	1004	38.8	767	2.1	2.0	1.3	i	-4.6	-6.9%
Cc1cc(C)cc(N(CC(=O)N2CCC(C)CC2)S(=O)(=O)c2ccccc2)c1	-0.39	1149	-0.3%	23.2	25.9	-0.107	-0.267	0.171	0.77	-2.2	1222	5.1	758	2.0	2.1	8.7	i	-10.5	-3.7%
CCc1ccc(N2Cc3ccccc3C2)cc1	0.3	982	nt	nt	nt	-0.619	0.171	0.169	0.506	-1.4	1295	3.7	687	nt	nt	nt	nt	nt	nt
O=C(O)c1ccc2c(=O)[nH]c(CN3CCOCC3)nc2c1	nt	nt	0.2%	-5.7	-7.0	-0.142	-0.168	0.573	-0.251	-3.1	1177	-3.0	714	1.7	1.8	8.0	i	-2.6	-5.0%
Cc1nn(C)cc1CNC(=O)c1cnn2c(C(F)F)cc(C3CC3)nc12	0.62	1425	-0.1%	31.2	4.9	0.678	-0.245	0.243	-0.0799	-0.7	904	-4.2	760	2.1	1.9	4.7	i	-1.3	-3.4%
CC(C)c1ccc(O)c(NC(=O)c2ncn[nH]2)c1	0.06	1586	-2.3%	8.0	3.8	-0.305	-0.354	-0.202	0.736	3.0	1384	nt	nt	3.7	3.4	12.3	i	20.8	-3.5%
Cc1nnc(SCc2nnc(-c3cccs3)o2)n1C	-0.07	1209	-1.7%	-4.9	-22.4	0.947	-0.209	0.605	-0.0476	2.4	1088	-18.9	675	2.9	3.7	12.4	i	-1.1	-6.9%
CCOC(=O)N1CCC(NC(=O)c2cc(S(=O)(=O)N3CCCCC3)ccc2F)CC1	1.36	1216	3.3%	-9.7	11.7	-0.137	-0.302	-0.421	-0.395	-1.8	1038	4.8	730	1.8	1.7	11.4	i	4.6	-3.4%
Cc1cc(C)cc(C(=O)N(c2ccccn2)C(C)c2ccco2)c1 (stereo not drawn)	nt	nt	-3.3%	29.2	13.7	-0.193	0.578	-0.0259	-0.348	-9.4	1133	-37.3	726	1.3	1.1	3.6	i	-4.0	-4.7%
COc1ccc(C(=O)Nc2cc(Cl)cc(Cl)c2)c(OC)n1	-0.02	1521	-1.9%	-1.7	16.5	-0.777	-0.329	-0.274	0.0537	-2.4	972	nt	nt	2.5	2.1	10.5	i	9.6	-1.2%
O=C(CCSc1nc(-c2ccco2)cc(C(F)(F)F)n1)NCCN1CCOCC1	-0.14	1476	-1.4%	-3.7	-6.5	1.8	-0.157	1.88	-0.879	-2.1	1103	-3.8	702	2.1	1.5	6.7	i	4.5	-3.5%
OCCN1CCN(Cc2cc(Cl)c3cccnc3c2O)CC1	0.19	769	-0.8%	-9.0	7.9	-1.13	0.0182	-0.42	0.832	nt	nt	nt	nt	1.6	0.9	9.5	i	21.6	-4.6%
O=C(Nc1cccnc1)c1ccc(-c2cc(Cl)ccc2Cl)o1	0.34	1584	-1.3%	16.4	23.6	0.356	-0.357	0.606	0.396	0.4	1541	-5.3	599	5.5	1.8	18.7	i	18.9	-19.0%
O=C(C1=NNCC1c1ccccc1)C1CO1 (stereo not drawn)	0	1201	-3.3%	0.6	-7.3	0.117	-0.28	-0.139	-0.0336	3.1	460	3.5	611	2.9	3.7	10.3	i	-4.4	0.4%
CC12CCC(C(=O)O)(c3nc(C#N)c(C#N)nc31)C2(C)C (stereo not drawn)	0.45	1439	-0.6%	2.9	-4.9	-0.972	-0.183	-0.274	0.462	-0.6	1011	-0.8	597	1.8	1.6	11.6	i	4.8	-7.8%
Cn1c(=O)c2cc(S(=O)(=O)NCCC(=O)NCCC3=CCCCC3)ccc2n(C)c1=O	-0.74	1435	-1.1%	-3.9	0.5	0.0895	-0.311	-0.0536	0.235	1.3	1417	nt	nt	5.3	2.3	3.4	i	-7.5	-2.3%

Additional entries.
SMILES	Ins promoter up	Ins promoter up cell count	ER stress rescue	WT yeast gro inh	WT yeast gro inh mutant strain	Dynein cargo inh	Dynein cargo inh cytoplasmic EGFP	Dynein cargo inh nuclear GR-EGFP	Dynein cargo inh cell count	b-catenin transl	b-catenin transl cell count 5 µM	Hep lipid drop	Hep lipid drop cells 6.5 µM	MT stabilizer	MT stabilizer Hoechst-high %	MT stabilizer cytotoxicity %	Autophagy mod	Autophagy mod cell loss 18 h	XIAP displacement
COc1cc(C(F)(F)F)nc(-c2ccccn2)n1	1.85	1254	-0.7%	22.8	16.3	1.63	-0.322	0.862	-0.425	-2.0	1058	-24.2	701	0.2	2.9	8.6	i	-4.2	-0.9%
O=C(Cc1c[nH]c2ccccc12)NNC(=O)c1ccccc1	-0.16	1536	-4.3%	-3.7	-0.1	1.4	-0.242	0.939	-1.46	-0.8	1144	-0.2	623	4.5	1.3	5.6	i	13.2	-2.0%
COc1ccc(-c2c3c(=O)n(C)c(=O)n(C)c3cn2-c2ccccc2)cc1	0.18	1809	-1.5%	8.8	20.3	-0.541	-0.305	-0.14	0.502	-0.6	1080	-0.8	690	3.6	2.5	9.1	i	21.1	3.1%
O=C(NC(=O)c1c(F)cccc1F)Nc1ccccc1SC(F)F	0.07	1025	nt	nt	nt	0.988	-0.232	0.373	-0.131	-1.2	1451	-0.1	757	nt	nt	nt	nt	nt	nt
O=C(CSc1nnc(-c2ccccc2)n1Cc1ccccc1)NC1CC1	-0.49	1326	-2.3%	-3.3	17.1	-1.07	-0.29	-0.368	0.281	1.2	1020	-10.5	749	1.7	2.5	44.8	i	-1.9	-1.6%
Cc1ccc(/C=N/Nc2nc(C(C)(C)C)cs2)o1	0.54	1176	-1.8%	10.3	17.4	1.28	-0.137	0.625	-0.199	-1.2	558	-13.4	620	2.0	1.9	5.4	i	8.8	-10.1%
CC(C)(C)c1ccc(-c2noc(CCC(=O)N3CCOCC3)n2)cc1	-1.01	1261	nt	-2.6	9.0	-0.565	-0.255	-0.298	0.197	4.3	1157	19.5	734	2.9	1.6	2.1	i	-35.8	-1.6%
COCCNC(=O)Cn1cnc2sc(C)c(S(=O)(=O)N3CCC(C)CC3)c2c1=O	0.82	1493	-2.1%	0.8	-4.8	-0.318	0.135	0.115	0.267	0.4	1406	nt	nt	2.3	2.6	11.6	i	10.9	-21.2%
Cn1c(-c2ccc3c(c2)OCO3)cnc1N	-0.36	1688	-2.4%	55.7	9.0	2.57	0.888	2.17	-2.12	-1.4	1090	2.0	677	4.4	3.7	10.3	i	-5.9	-4.5%
Cc1ccc(CNC(=O)c2cc(C)nn2-c2ccccc2)cc1	-0.31	1075	nt	nt	nt	0.437	-0.249	0.421	-0.104	-1.2	1290	-10.8	701	nt	nt	nt	nt	nt	nt
